High-throughput results: PubChem BioAssay, National Center for Advancing Translational Sciences (NCATS)
VP16 counter – counter-screen for ROR gamma inhibitors: Gal4-VP16 reporter; Drosophila S2 Gal4-VP16 UAS-luciferase, luminescence, 20 h; actives 3.5% (n = 310,000); AID 2546; Potency, µM (series often up to 53.6 µM), for inactives: at the highest dose activity, negative = inhibition, most hits filed as inhibitors;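 note: Gal4-VP16 expression switched on by copper sulfate through the metallothionein promoter; potency is the fitted concentration of half-maximal effect; nearly all actives have a fitted effect of over 50% in size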
RORgamma inh – ROR gamma (mouse) transcription inhibition. Potency, µM (doses to about 53.6 µM), without a hit: at the top dose activity change, negative = inhibition, hits mostly inhibitors. Drosophila S2 Gal4-RORgamma UAS-luciferase reporter, 20 h. actives 5.4% (n = 310,000); note: potency is the fitted concentration of half-maximal effect; nearly all actives have a fitted effect of over 60% in size
Target sequence (P51450 whole entry, looked up, the tested form may be a part): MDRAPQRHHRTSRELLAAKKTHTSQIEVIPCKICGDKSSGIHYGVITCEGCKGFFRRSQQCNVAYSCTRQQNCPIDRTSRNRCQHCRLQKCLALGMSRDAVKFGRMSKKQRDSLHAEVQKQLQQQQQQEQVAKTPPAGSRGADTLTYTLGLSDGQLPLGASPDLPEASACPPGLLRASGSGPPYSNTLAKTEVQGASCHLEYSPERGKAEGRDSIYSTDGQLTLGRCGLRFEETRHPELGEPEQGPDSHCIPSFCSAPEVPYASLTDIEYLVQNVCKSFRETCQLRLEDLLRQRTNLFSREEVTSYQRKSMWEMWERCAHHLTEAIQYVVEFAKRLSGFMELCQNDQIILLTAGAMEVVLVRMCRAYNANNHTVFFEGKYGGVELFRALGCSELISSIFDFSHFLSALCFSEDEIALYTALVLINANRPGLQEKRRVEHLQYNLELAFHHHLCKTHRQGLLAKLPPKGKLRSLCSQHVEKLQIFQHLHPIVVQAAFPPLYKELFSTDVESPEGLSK
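Luminescence from a UAS-regulated Photinus luciferase reporter in stably transfected Drosophila Schneider cells is measured; decreased signal marks ROR gamma inhibition. Fusion expression is induced by 700 uM copper sulfate for 20 hr.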
FBPA coupling cs – inhibits coupling enzyme system, counter-screen for aldolase hits. AID 2472. activity change, negative = inhibition, % at 58.2 µM, hits read low. actives 0.67% (n = 290,000). coupling enzyme system counterscreen, AmpLite Red fluorescence; in the data active = activity change below about -30%
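Compounds tested against the coupling enzymes alone at 57.5 uM final; readout was AmpLite Red fluorescence (525/598 nm) after 20 min at RT.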
* marks the source's active call; other numbers are inactive results; ? = inconclusive; . = not tested or not shown; [ ] = another dose, or the depositor's remark. Unless noted, calls come from the whole dose curve; as a rule, active = well fitted curve in the direction sought with a large enough effect; inconclusive = small, poorly fitted or top-dose-only effect, or another doubt; inactive = no such curve, though single readings can be large; an effect the other way counts as inactive or inconclusive. % is set by controls: 0 for no effect and ±100 for the full control effect. An excerpt; the hit share may differ from the screen's.

Every second line gives: FBPA coupling cs	RORgamma inh	VP16 counter
1) COC(=O)CC[C@H](N)C(=O)O
    .	-4%	-7%
2) CO[C@H]1C[C@@H]2CC[C@@H](C)[C@@](O)(O2)C(=O)C(=O)N2CCCC[C@H]2C(=O)O[C@H]([C@H](C)C[C@@H]2CC[C@@H](O)[C@H](OC)C2)CC(=O)[C@H](C)/C=C(\C)[C@@H](O)[C@@H](OC)C(=O)[C@H](C)C[C@H](C)/C=C/C=C/C=C/1C
    .	?	?
3) CCCCCCCCCCCCCCC1CO1 (centres undefined)
    .	15%	-5%
4) O=[N+]([O-])c1cccc(I)c1
    .	8%	-19%
5) Oc1c(Cl)ccc(Cl)c1Cl
    .	2%	1%
6) c1ccc2sc(SSc3nc4ccccc4s3)nc2c1
    .	13µM*	?
7) CCN(CC)C(=O)c1cccnc1
    .	0%	-2%
8) CC(C)(Oc1ccc(C2CCCc3ccccc32)cc1)C(=O)O (centres undefined)
    .	13%	3%
9) CO/N=C(/C(=O)N[C@@H]1C(=O)N2C(C(=O)O)=CCS[C@H]12)c1csc(N)n1
    .	-2%	1%
10) CN(Cc1ccccc1)Cc1ccccc1
    .	8%	5%
11) CC(C)(C)c1ccc(CN2CCN([C@H](c3ccccc3)c3ccc(Cl)cc3)CC2)cc1
    .	9%[10 µM]	-3%
12) CC(O)COc1ccccc1 (centres undefined)
    .	0%[10 µM]	-4%
13) Nc1ccc2cc3ccc(N)cc3nc2c1
    .	-41%[10 µM]	?
14) COc1ccc(C)cc1N
    .	-3%	-2%
15) CCOC(=O)c1ccc(O)cc1
    .	12%[10 µM]	-5%
16) Nc1ccc(/C=C/c2ccc(N)cc2S(=O)(=O)O)c(S(=O)(=O)O)c1
    .	25%	-12%
17) CCOCCOCC
    .	-31%	-2%
18) CCCCCCCCC1CO1 (centres undefined)
    .	-1%	-2%
19) CC(C)CCOC(=O)c1ccc(N(C)C)cc1
    .	20%	?
20) CC(C)CCCC(C)C1CC(=O)C2=C3CCC4CC(O)CCC4(C)C3CCC21C (centres undefined)
    .	4%	-7%
21) CCc1ccc2c(c1)N(C[C@H](C)CN(C)C)c1ccccc1S2
    .	-9%[10 µM]	-11%
22) CC(C)OC(=O)Nc1ccc2nc(-c3cscn3)[nH]c2c1
    .	?	?
23) O[C@@H]([C@H](O)[C@@H](O)CBr)[C@@H](O)CBr
    .	-13%	6%
24) O=C1OC(O)C(C(Cl)Cl)=C1Cl (centres undefined)
    .	2.2µM*	2.8µM*
25) COc1ccc2[nH]c(S(=O)Cc3ncc(C)c(OC)c3C)nc2n1 (centres undefined)
    .	3%	1%
26) CN1CCN(C2=Nc3ccccc3Sc3ccc(Cl)cc32)CC1
    .	7%[10 µM]	-13%
27) O=C(O)c1ccc(Cl)c(Cl)c1
    .	5%	-4%
28) O=C(Cl)c1ccccc1[N+](=O)[O-]
    .	-1%	-4%
29) O=[N+]([O-])c1cccc(S(=O)(=O)NCCNS(=O)(=O)c2cccc([N+](=O)[O-])c2)c1
    .	36%	1%
30) Nc1cccc(S(=O)(=O)O)c1
    .	11%	5%

Arranged by value in RORgamma inh (descending): 3 of the compounds above.
cpd | Molecule | RORgamma inh
27 | O=C(O)c1ccc(Cl)c(Cl)c1 | 5%
23 | O[C@@H]([C@H](O)[C@@H](O)CBr)[C@@H](O)CBr | -13%
17 | CCOCCOCC | -31%

Single records (already shown):
`CCOCCOCC` as listed: FBPA coupling cs = .; RORgamma inh = -31%; VP16 counter = -2%
`CC(C)(C)c1ccc(CN2CCN([C@H](c3ccccc3)c3ccc(Cl)cc3)CC2)cc1` as listed: FBPA coupling cs = .; RORgamma inh = 9%[10 µM]; VP16 counter = -3%
`COc1ccc2[nH]c(S(=O)Cc3ncc(C)c(OC)c3C)nc2n1` (centres undefined) as listed: FBPA coupling cs = .; RORgamma inh = 3%; VP16 counter = 1%

(next part)
Every second line gives: FBPA coupling cs	RORgamma inh	VP16 counter
31) O=C(CC1NCCC[C@H]1O)Cn1cnc2cc(Br)c(Cl)cc2c1=O (some centres undefined)
    .	0%	6%
32) C=C1/C(=C\C=C2/CCC[C@]3(C)[C@@H]([C@H](C)/C=C/[C@@H](O)C4CC4)CC[C@@H]23)C[C@@H](O)C[C@@H]1O
    .	-12%	-25%
33) CNC(=O)C(N)CSC(C)C1=C(C)c2cc3[n-]c(cc4nc(cc5[n-]c(cc1n2)c(C)c5CCC(=O)O)C(CCC(=O)O)=C4C)c(C)c3C(C)SCC(N)C(=O)NC.[Fe+2] (centres undefined)
    .	11%	3%
34) COCC(=O)O
    .	4%	8%
35) Nc1cc([N+](=O)[O-])ccc1C(=O)O
    .	-9%	4%
36) CS(=O)(=O)OCC(O)C(O)COS(C)(=O)=O (centres undefined)
    .	9%	0%
37) COc1ccc(-c2noc(CC(=O)O)c2-c2ccc(OC)cc2)cc1
    .	7%	0%
38) CC(=O)C1(O)Cc2c(O)c3c(c(O)c2C(OC2CC(N)C(O)C(C)O2)C1)C(=O)c1c(O)cccc1C3=O (centres undefined)
    .	11µM*	?
39) CCOC(=O)c1ccc(C#Cc2ccc3c(c2)C(C)(C)CCS3)nc1
    .	0%	25%
40) CNC1CCc2cc(OC)c(OC)c(OC)c2-c2ccc(OC)c(=O)cc21 (centres undefined)
    .	7%	-7%
41) CCc1ccccc1
    .	-5%	8%
42) CC(O)CCCCn1c(=O)c2c(ncn2C)n(C)c1=O (centres undefined)
    .	9%	-4%
43) CC1=CCC2CC1C2(C)C (centres undefined)
    .	-1%	-1%
44) COC(=O)C1C2CC3c4[nH]c5cc(OC)ccc5c4CCN3CC2CC(OC)C1OC (centres undefined)
    .	-7%	1%
45) CC(O)COC(C)(C)C (centres undefined)
    .	3%	-18%
46) Cc1ccc2c(c1[N+](=O)[O-])C(=O)c1ccccc1C2=O
    .	0%	?
47) Nc1ccc(Cl)cc1[N+](=O)[O-]
    .	39%	0%
48) CC(C)(C)c1ccc2c(S(=O)(=O)O)c(C(C)(C)C)ccc2c1
    .	32%	4%
49) CCCC(=O)c1cc(O)c(O)cc1O
    .	-25%	6%
50) O=C(O)c1cc(O)c2c(c1)[O][Bi][O]2
    .	-15%[10 µM]	3%
51) NC[C@@H]1O[C@H](OC2[C@@H](CO)O[C@@H](OC3[C@H](O)[C@H](N)C[C@H](N)[C@H]3OC3O[C@H](CO)[C@@H](O)[C@H](O)[C@@H]3N)[C@H]2O)C(N)[C@H](O)[C@@H]1O (some centres undefined)
    .	0%[10 µM]	-3%
52) CC(=O)O[C@]1(C(C)=O)CCC2C3CCC4=CC(=O)CCC4(C)C3(F)C(O)CC21C (some centres undefined)
    .	8%[10 µM]	-11%
53) Cc1cc(-c2ccc(N=Nc3cc(S(=O)(=O)O)c4ccccc4c3N)c(C)c2)ccc1N=Nc1cc(S(=O)(=O)O)c2ccccc2c1N
    .	-2%	-20%
54) O=C(O)c1cc(Cl)cc(Cl)c1
    .	-2%	-2%
55) CCCCCCCCC
    .	17%	-2%
56) COC(=O)CS
    .	0%	4%
57) NCCCC(N)CC(=O)NC1CNC(=O)C(C2CC(O)N=C(N)N2)NC(=O)/C(=C/NC(N)=O)NC(=O)C(CO)NC(=O)C(CO)NC1=O (centres undefined)
    .	5%[10 µM]	2%
58) CC(CNC(=O)c1cccnc1)NC(=O)c1cccnc1 (centres undefined)
    .	14%	-3%
59) CC(/C=C/C=C(\C)C(=O)O[C@@H]1O[C@H](CO[C@@H]2O[C@H](CO)[C@@H](O)[C@H](O)[C@H]2O)[C@@H](O)[C@H](O)[C@H]1O)=C\C=C\C=C(C)\C=C\C=C(/C)C(=O)O[C@@H]1O[C@H](CO[C@@H]2O[C@H](CO)[C@@H](O)[C@H](O)[C@H]2O)[C@@H](O)[C@H](O)[C@H]1O
    .	-8%[10 µM]	-7%
60) CCC(C)(C)C
    .	32%	8%
61) CSCCC=O
    .	11%	8%
62) [O]=[Bi][O][Bi]=[O]
    .	28%[10 µM]	-2%
63) Oc1cccc(O)c1O
    .	-15%	2%
64) Oc1cc2cc(CCN3CCN(c4nsc5ccccc45)CC3)c(Cl)cc2[nH]1
    .	?	2%
65) FB(F)F
    .	3%	16%
66) Nc1nc2[nH]cc(CCc3ccc(C(=O)NC(CCC(=O)O)C(=O)O)cc3)c2c(=O)[nH]1 (centres undefined)
    .	-21%	-1%
67) C1OCOCO1
    .	10%	3%
68) CC(=O)OC[C@H]1O[C@@](COC(C)=O)(O[C@H]2O[C@H](COC(C)=O)[C@@H](OC(C)=O)[C@H](OC(C)=O)[C@H]2OC(C)=O)[C@@H](OC(C)=O)[C@@H]1OC(C)=O
    .	-1%	3%
69) CCCCC(CC)CCC(CC(C)C)OS(=O)(=O)O (centres undefined)
    .	17%	2%
70) CC(O)C(N)C(=O)O (centres undefined)
    .	0%[10 µM]	-7%
71) CCCCCCCCCCOc1cc2c(=O)c(C(=O)OCC)c[nH]c2cc1OCC
    .	7%	-4%
72) Cc1cn([C@H]2CC(F)[C@@H](CO)O2)c(=O)[nH]c1=O (some centres undefined)
    .	-18%	1%
73) O=[N+]([O-])c1c(Cl)cc(Cl)cc1Cl
    .	-10%	20%
74) COc1ccccc1Oc1c(NS(=O)(=O)c2ccc(C(C)(C)C)cc2)nc(-c2ncccn2)nc1OCCO
    .	?	11%
75) Cc1onc(-c2c(F)cccc2Cl)c1C(=O)N[C@@H]1C(=O)N2[C@H]1SC(C)(C)[C@H]2C(=O)O
    .	1%[10 µM]	0%

A draw from above in order of number of heavy atoms, rising.
Every second line gives: FBPA coupling cs	RORgamma inh	VP16 counter
62) [O]=[Bi][O][Bi]=[O]
    .	28%[10 µM]	-2%
70) CC(O)C(N)C(=O)O (centres undefined)
    .	0%[10 µM]	-7%
69) CCCCC(CC)CCC(CC(C)C)OS(=O)(=O)O (centres undefined)
    .	17%	2%
64) Oc1cc2cc(CCN3CCN(c4nsc5ccccc45)CC3)c(Cl)cc2[nH]1
    .	?	2%
75) Cc1onc(-c2c(F)cccc2Cl)c1C(=O)N[C@@H]1C(=O)N2[C@H]1SC(C)(C)[C@H]2C(=O)O
    .	1%[10 µM]	0%
68) CC(=O)OC[C@H]1O[C@@](COC(C)=O)(O[C@H]2O[C@H](COC(C)=O)[C@@H](OC(C)=O)[C@H](OC(C)=O)[C@H]2OC(C)=O)[C@@H](OC(C)=O)[C@@H]1OC(C)=O
    .	-1%	3%

The results go on.
Every second line gives: FBPA coupling cs	RORgamma inh	VP16 counter
76) CCCCCOC(=O)Nc1nc(=O)n(C2O[C@H](C)[C@@H](O)[C@@H]2O)cc1F (some centres undefined)
    .	-12%[10 µM]	-4%
77) CCC(C)C(=O)OC1C2CC3=C4CC(=O)OC(c5ccoc5)[C@]4(C)CCC3[C@@](C)(C2=O)C(CC(=O)OC)C1(C)C (some centres undefined)
    -2	-8%	0%
78) O=c1c(CCc2ccccc2)nc2cncnc2n1Cc1ccc(F)cc1
    0	8%	-6%
79) N#CCCN(CC#Cc1ccccc1)OCc1ccccc1
    0	1%[10 µM]	-16%[10 µM]
80) CC(=O)OC1C[C@]2(C)[C@@H](CC(O)C3[C@]4(C)CCC(O)C(C)[C@@H]4CC[C@]32C)/C1=C(/CCC=C(C)C)C(=O)O (some centres undefined)
    3	14%	-6%
81) COc1ccc(C(=O)C2C3C4COC(O4)C(=O)C3C3C=Cc4ccccc4N32)c(OC)c1 (centres undefined)
    -17	?	-27%
82) Cc1ccc(Sc2ccccc2CN(C)C)c(N)c1
    -1	-2%	2%
83) C[C@@H]1O[C@H]2C3=C(C(=O)[C@H]4O[C@@H]4[C@H]3O)[C@@H]1[C@@H]1[C@@H](C)OC=C3[C@H](O)[C@H]4O[C@@H]4/C(=N\OCc4ccccc4)[C@]312
    1	-28%[10 µM]	2%[10 µM]
84) CCCCNc1nc(C)nc2c1nc(-c1ccccc1)n2CCN(C)C
    1	-37%	-9%
